BCR signal inh: chronic active BCR signaling inhibition; Potency, µM (doses to about 46.1 µM), inactives show at the highest dose ratio change, negative = lower green/red ratio, usual class: inhibitors; ABC-DLBCL IkBa-CBG/CBR reporter, luminescence ratio, 4 h; AID 493014; actives 0.05% (n = 340,000); active = well fitted inhibition curve with a large enough effect in the signal ratio, with a control signal flat, not every such curve was filed as active; inconclusive = small, poorly fitted or top-dose-only effect, or effect the other way, or a change in a side signal; the % refers to the signal ratio;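 note: potency is the fitted concentration of half-maximal effect; plate controls were basal doxycycline-induced cells for no effect and cells given 10 µM MG132 for full effect; MG132 reads +100%, hits lower the ratio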
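TMD8 ABC-DLBCL cells carrying doxycycline-inducible green luciferase fused to IkappaBalpha plus unfused red luciferase were exposed to compounds (up to 46 uM) for 4 hrs at 37C. Activity came from the overlap-corrected green/red luminescence ratio.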
Eya2 phos inh: Eya2 (human) phosphatase inhibition | actives 0.006% (n = 330,000) | Potency, µM (doses to about 76.9 µM), inactives show at the highest dose activity, negative = inhibition, most hits filed as inhibitors | AID 488837 | recombinant Eya2, OMFP fluorescence dephosphorylation (OMFP is methylfluorescein phosphate) | O00167; note: potency is the fitted concentration of half-maximal effect; % is set by controls: 0 for no effect and ±100 for the full control effect
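Eya2 protein (added as 0.2 uM solution) was preincubated with compound for 10 min at ambient temperature in 50 mM HEPES pH 7.5, 50 mM NaCl, 5 uM MgCl2, 0.05% BSA, 1 mM DTT. OMFP (added at 50 uM) then reacted 10 min; fluorescence read at 485/525 nm.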
Tb PFK inh: inhibitors of T. brucei phosphofructokinase; O15648; T. brucei PFK, ADP-Glo luminescence; Potency, µM (top dose mostly 57.5 µM), inactives show at the highest dose activity, negative = inhibition, hits mostly inhibitors; actives 0.17% (n = 330,000);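 note: potency is the fitted concentration of half-maximal effect; 0% = uninhibited 1x PFK enzyme wells and -100% = no-enzyme wells; nearly all actives have a fitted effect of over 60% in size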
Target sequence (O15648 whole entry, looked up): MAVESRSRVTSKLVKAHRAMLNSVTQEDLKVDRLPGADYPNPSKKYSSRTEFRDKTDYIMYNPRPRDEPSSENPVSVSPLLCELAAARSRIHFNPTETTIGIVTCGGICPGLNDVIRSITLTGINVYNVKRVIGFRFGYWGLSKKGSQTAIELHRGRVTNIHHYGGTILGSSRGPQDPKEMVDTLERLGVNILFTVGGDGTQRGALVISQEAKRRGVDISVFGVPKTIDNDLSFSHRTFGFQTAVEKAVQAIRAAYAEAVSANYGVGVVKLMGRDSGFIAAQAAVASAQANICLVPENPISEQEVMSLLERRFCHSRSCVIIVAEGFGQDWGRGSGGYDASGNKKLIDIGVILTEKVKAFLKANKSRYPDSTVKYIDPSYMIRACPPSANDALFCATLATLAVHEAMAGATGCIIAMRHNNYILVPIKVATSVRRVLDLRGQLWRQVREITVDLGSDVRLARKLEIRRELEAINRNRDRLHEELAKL
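In TEA buffer at pH 8.0 with 5 mM MgCl2, enzyme (1.25 nM) converted F6P (0.5 mM) and ATP (0.1 mM) for 45 min at room temperature. ADP product was read by luciferase luminescence.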
uPA surface inh: cell surface uPA generation inhibition | cell surface uPA generation assay, qHTS | Potency, µM (titrated, usually from 38.3 µM), for inactives: top-dose activity change, negative = inhibition, hits mostly inhibitors | actives 0.31% (n = 330,000); active = well fitted inhibition curve with a large enough effect; inconclusive = small, poorly fitted or top-dose-only effect; inactive = no such curve, though single readings can be large or run the other way; tested in mouse RAW 264.7 cells; note: potency is the fitted concentration of half-maximal effect; % is set by controls: 0 for no effect and ±100 for the full control effect; nearly all actives have a fitted effect of over 55% in size
TSHR antagonist: human thyrotropin receptor antagonism | activity change, negative = inhibition, % at 11.5 µM | actives 0.2% (n = 330,000) | AID 504810 | P16473 | TSHR-expressing cells, TSH-stimulated cAMP HTRF, 2 h; hits give low values;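 active = activity change below a set negative limit, meaning inhibition stronger than a set level, cut at about -70% in these data; inconclusive = activity change between two set negative limits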; note: % is set by controls: 0 for no effect and ±100 for the full control effect
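TSHR-expressing cells, 200/well, pre-treated with compound, then stimulated with EC80 TSH (4nM final) for 2 hours at 37 deg C. cAMP measured by competitive HTRF: anti-cAMP cryptate antibody in lysis buffer plus cAMP-d2, read after 30 minutes at room temperature.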
TCR act: T cell receptor activation | 330,000 tested, under 10 active | Potency, µM (highest dose often 9.22 µM), inactives show at the top dose activation of IL-2 secretion, usual class: activators | primary human leukocytes, anti-CD3, IL-2 HTRF, 48 h; note: % of control where 0% means no effect
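IL-2 produced over 48 hr by a-CD3 bead-stimulated primary human leukocytes exposed to compounds was detected with a homogeneous time-resolved FRET immunoassay, 665nm acceptor signal after 320nm excitation.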
ELG1 repair inh: ELG1-dependent DNA repair inhibition; HEK293T ELG1-luciferase reporter, luminescence, 16 h; DNA damage induced by 5-fluorouridine; Potency, µM (series often up to 46.1 µM), for the others: at the highest dose activity change, negative = inhibition, hits mostly inhibitors; actives 2.3% (n = 330,000); note: potency is the fitted concentration of half-maximal effect; % is set by controls: 0 for no effect and ±100 for the full control effect; nearly all actives have a fitted effect of over 55% in size
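Overnight (16 hr) co-exposure of 2,000 cells/well to 5-fluorouridine and compound at 37 °C preceded detection. Luciferase was quantified via ONE-Glo luminescence; loss of signal denotes inhibition.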
TSG101-PTAP inh: blocks PTAP/TSG101 interaction to inhibit HIV-1 budding; 340,000 tested, under 10 active; Fluorescence polarization, FITC-PTAP peptide / Tsg101 binding; Potency, µM (series often up to 115 µM), inactives show top-dose activity change, negative = inhibition, actives largely listed as inhibitors; active = well fitted inhibition curve with a large enough effect in the main read-out, with a control signal flat, not every such curve was filed as active; inconclusive = small, poorly fitted or top-dose-only effect, or effect the other way, or a change in a side signal; inactive = no such curve, though single readings can be large or run the other way; note: potency is the fitted concentration of half-maximal effect; % of control where 0% means no effect
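Fluorescence polarization binding of Tsg101 binding domain (10 uM final) to FITC-labeled PTAP peptide (50 nM final) in HEPES pH 7.5 buffer with NaCl, Tween 20, EDTA, TCEP. Compounds added before peptide; binding 20 min at RT.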
B2AR arrestin: agonists driving beta-arrestin recruitment to human beta2-adrenergic receptor; P07550; beta-arrestin recruitment to beta2AR, cell-based reporter; Potency, µM (titrated, usually from 46.1 µM), without a hit: at the highest dose activation, most hits filed as activators; actives 0.02% (n = 330,000);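 note: potency is the fitted concentration of half-maximal effect; 0% = DMSO controls and full agonism = EC100 isoproterenol or metaproterenol; nearly all actives have a fitted effect of over 65% in size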
Mito fusion act: inhibitors of mitochondrial division or activators of mitochondrial fusion. Potency, µM (highest dose often 46.1 µM), for inactives: top-dose growth rescue (activation), hits mostly activators. actives 0.23% (n = 320,000). AID 485298. S. cerevisiae fusion-defective mutant growth rescue, CellTiterGlo 48 h;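 note: potency is the fitted concentration of half-maximal effect; % of control where 0% means no effect; nearly all actives have a fitted effect of over 45% in size; temperature-sensitive fusion mutants such as fzo1-1 at 37 °C on non-fermentable ethanol glycerol medium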
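Growth-rescue viability read-out: after 48 h at the non-permissive 37C in glycerol/ethanol YPEG, yeast mitochondrial fusion mutants are measured by CellTiterGlo luminescence; compounds (23 nl pinned per well) restoring growth score as division inhibitors or fusion activators.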
USP2a inh: blocks human ubiquitin-specific protease USP2a; USP2 core, Ub-CHOP2 coupled fluorogenic reporter, 485/531; Potency, µM (series often up to 38.3 µM), for the others: at the top dose activity change, negative = inhibition, actives largely listed as inhibitors; actives 0.01% (n = 330,000);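 note: potency is the fitted concentration of half-maximal effect; plate controls were DMSO wells for no effect and full inhibition by NEM control for full effect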
Target sequence (O75604 whole entry, looked up): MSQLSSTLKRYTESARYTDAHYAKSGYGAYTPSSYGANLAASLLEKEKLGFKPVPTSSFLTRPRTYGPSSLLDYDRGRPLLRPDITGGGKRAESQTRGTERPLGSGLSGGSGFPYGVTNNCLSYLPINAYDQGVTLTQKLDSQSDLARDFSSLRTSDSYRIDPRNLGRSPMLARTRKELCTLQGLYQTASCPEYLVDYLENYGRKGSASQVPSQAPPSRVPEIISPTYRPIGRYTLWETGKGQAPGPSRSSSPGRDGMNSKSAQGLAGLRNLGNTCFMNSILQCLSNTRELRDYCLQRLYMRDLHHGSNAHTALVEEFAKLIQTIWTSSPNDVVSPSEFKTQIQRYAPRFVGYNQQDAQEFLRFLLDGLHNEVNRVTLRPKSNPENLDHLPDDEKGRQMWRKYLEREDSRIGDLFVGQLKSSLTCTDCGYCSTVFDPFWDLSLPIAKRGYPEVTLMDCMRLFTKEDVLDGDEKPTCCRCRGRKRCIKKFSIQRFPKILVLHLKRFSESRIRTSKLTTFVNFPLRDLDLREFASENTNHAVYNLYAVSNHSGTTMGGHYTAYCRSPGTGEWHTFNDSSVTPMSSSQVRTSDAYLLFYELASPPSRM
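Deubiquitinase activity read as fluorescence (485/531 nm) after Ub-CHOP2 cleavage activates the enterokinase reporter on its substrate; USP2 core 10nM, Ub-CHOP2 and substrate 25nM each, 30min compound preincubation then 60min RT; data normalized to NEM, curves fitted.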
Active calls of the source: *; ? = inconclusive; / = no result given; [ ] = another dose, or the depositor's remark. Unless noted, calls come from the whole dose curve; as a rule, active = well fitted curve in the direction sought with a large enough effect; inconclusive = small, poorly fitted or top-dose-only effect, or another doubt; inactive = no such curve, though single readings can be large; an effect the other way counts as inactive or inconclusive.

SMILES | BCR signal inh | Eya2 phos inh | Tb PFK inh | uPA surface inh | TSHR antagonist | TCR act | ELG1 repair inh | TSG101-PTAP inh | B2AR arrestin | Mito fusion act | USP2a inh
CCOC(=O)C1CCN(C(=O)c2cc(CN3C(=O)c4ccccc4C3=O)ccc2OCC)CC1 | -8% | -3% | 7% | -2% | 23 | 1% | -11% | -9% | -0.2% | -7% | 2%
Cc1ccccc1-n1c(=O)n(CCc2ccccc2)c(=O)c2[nH]cnc21 | ? | 6% | -1% | -14% | 5 | -8% | ? | -1% | 0.5% | 1% | 0%
O=C(CNC(=O)C1CCCCC1)OCC(=O)c1cccc(Cl)c1 | -1% | 1% | ? | -8% | / | / | 0% | -5% | 0.0% | / | 7%
O=C(O)C1CCCCC1C(=O)Nc1ccccc1C(=O)N1CCN(c2ccc(F)cc2)CC1 (configuration not stated) | 5% | -2% | 0% | 0% | -2 | 1%[46.1 µM] | -1% | -4% | -0.5% | 4% | 0%
COc1cccc(/C=C2\CC(C)Cc3c2nc2ccccc2c3C(=O)O)c1OC (configuration not stated) | -16% | 6% | 0% | -1% | -7 | -5% | 4% | 2% | -0.2% | 6% | 2%
O=C(COc1ccc(/C=N/NC(=O)c2cc3ccccc3o2)cc1Br)Nc1ccccc1 | ? | -10% | 2% | -3% | 40 | 4% | ? | 8% | 0.3% | 6% | 2%
CC1=C(C(=O)Nc2ccccc2F)C(c2ccsc2)C2=C(CC(c3ccccc3)CC2=O)N1 (configuration not stated) | 6% | -13% | 2% | -5% | 14 | -8% | ? | -3% | -1.7% | 2% | 4%
c1ccc(OCc2nc(-c3ccccc3)no2)cc1 | ? | 10% | 3% | 4% | -13 | 6% | ? | -4% | 0.1% | 1% | 0%
CC(NS(=O)(=O)c1ccc(Cl)cc1)C(=O)OCC(=O)Nc1ccc(N(C)C)cc1 (configuration not stated) | -2% | -9% | 1% | 8% | -14 | 3% | ? | -1% | -1.8% | 2% | 0%
COc1ccc(Cl)cc1N(CC(=O)Nc1cccc(SC)c1)S(C)(=O)=O | ? | 0% | 1% | / | 3 | -2% | 3% | -7% | -0.1% | 2% | 3%
Cc1ccc(S(=O)(=O)Nc2cc(=O)[nH]c3c2CCC3)cc1 | 8% | -1% | -26% | 1% | -3 | -4% | ? | -2% | 0.5% | 0% | -1%
CN1C(=O)/C(=C/c2ccccc2Cl)Sc2ccc(C(=O)N3CCCC3)cc21 | ? | -15% | 3% | 6% | -17 | -3% | ? | -3% | 0.9% | 7% | 3%
CSc1ncccc1C(=O)NCCc1ccc(Cl)cc1 | ? | -4% | 0% | 2% | 12 | -6% | -3% | -3% | 0.1% | -2% | 1%
COc1ccc(-n2nnnc2SCC(=O)N2C(C)CCCC2C)c(OC)c1 (configuration not stated) | -1% | -7% | 0% | -9% | 2 | -4% | -8% | -5% | -0.3% | 13% | 0%
Cc1ccc(OCC(=O)NCc2ccco2)cc1C | ? | -7% | -7% | -2% | -4 | -2% | 24% | -1% | -0.2% | 8% | 2%
CCOC(=O)/C(=N\Nc1ncnc2ccccc12)c1ccc(C)cc1 | ? | -10% | -12% | -8% | -8 | -3% | ? | -9% | -1.6% | -12% | 1%
O=C(CNC(=O)N1CC(=O)Nc2ccccc21)NCc1ccccc1Cl | -3% | 0% | 1% | -9% | 3 | 3% | 2% | -5% | 0.0% | 0% | 4%
O=C(NCC1CCCO1)/C(=C\c1ccco1)NC(=O)c1ccc(Cl)cc1 (configuration not stated) | -1% | 0% | 18% | -7% | 12 | -1% | 9% | -3% | -0.2% | 2% | 11%
COc1cc(/C=N/NC(=O)COc2c(C)cc([N+](=O)[O-])cc2C)ccc1OC(=O)c1ccccc1 | -2% | -10% | 7% | -7% | 23 | -4%[46.1 µM] | -17% | 1% | -0.8% | -2% | -1%
CCOC(=O)N1CCN(C(=O)c2ccc(OC)c(S(=O)(=O)N3CCOCC3)c2)CC1 | 1% | 5% | -1% | 2% | 4 | -1% | 1% | -4% | -0.7% | -4% | 1%
O=C(COC(=O)c1ccccc1Br)NCCc1ccc(F)cc1 | 10% | -20% | 0% | 6% | -1 | 7%[46.1 µM] | ? | -7% | -0.1% | 3% | 1%
COc1ccc(NC(=O)N2CCC(NC(=O)c3ccco3)CC2)cc1 | 0% | 3% | -1% | 4% | 2 | 3% | -8% | -4% | -0.3% | 0% | 0%
O=C(c1ccc(Br)cc1)N(C1=NCCCCS1)c1ccccc1 | 13% | -2% | 0% | 6% | 18 | 1% | 0% | -2% | -0.3% | 1% | 1%
CCCCNC(=O)c1c(CSc2ccc(Cl)cc2)noc1C(=O)NCCC | 9% | -20% | -16% | 4% | -7 | -6% | 6% | 0% | -0.3% | 9% | -1%
CC(C)CCNC(=O)CN(CC1CCCO1)C(=O)CCC(=O)Nc1ccccn1 (configuration not stated) | 2% | -10% | 2% | 1% | -5 | -2% | 5% | -2% | -0.7% | -1% | -1%
Cc1ccc(/C=C/C(=O)Nc2ncc(C)s2)o1 | ? | 4% | -6% | -2% | -3 | -1%[46.1 µM] | ? | 2% | 0.3% | 1% | 3%
O=C(Cc1coc2cc(O)ccc12)NNC(=O)c1ccc(Br)s1 | 6% | / | 6% | 0% | 2 | 9% | -3% | 1% | -0.2% | / | 1%
CN(C)c1ccc(NC(=O)/C=C/c2c(Cl)cccc2Cl)cc1 | 4% | 5% | -8% | 0% | -22 | 0%[46.1 µM] | ? | 2% | -0.1% | 3% | 3%
C=CCn1c(=N)n(CC(=O)c2ccc(Cl)cc2)c2ccccc21 | 7% | -16% | 0% | -1% | -4 | 9% | -2% | -1% | -0.5% | -24% | 4%
CCc1ccc(NC(=O)CSc2nnc(CNC(=O)c3ccco3)o2)cc1 | -2% | -4% | -1% | -4% | -6 | 6% | 0% | -6% | 0.6% | -6% | 4%
CSc1ccc(/C=N/NC(=O)c2sccc2C)cc1 | ? | -2% | -6% | -21% | 7 | -2%[46.1 µM] | ? | 2% | -1.5% | -6% | -2%
COCCNC(=O)C(OC(=O)c1ccco1)c1ccccc1OC (configuration not stated) | -6% | 3% | 1% | 5% | 16 | / | 23% | -6% | 0.0% | -2% | 1%
CCCc1cc(=O)[nH]c2nnc(SCC(=O)Nc3ccc(C(C)=O)cc3)n12 | -10% | 13% | -2% | -11% | 7 | 13% | 19% | -7% | -0.1% | 3% | 2%
COc1cc2cc(C(=O)N(C)Cc3ccccc3)[nH]c2cc1OC | 1% | 0% | -3% | 6% | 1 | -3% | 18% | 0% | -0.4% | 6% | 4%
N#C/C(=C\c1ccco1)C(=O)NCc1ccccc1 | ? | 5% | 0% | 11% | -6 | -11% | ? | 2% | 0.1% | -6% | 1%
Cc1ccc(S(=O)(=O)N(C)CCCC(=O)Nc2ccc(C)cc2C)cc1 | 3% | -7% | 8% | 4% | -12 | 1% | -9% | 1% | -1.1% | 1% | 5%
COC(=O)Nc1nn(Cc2ccccc2F)cc1Br | ? | 6% | 6% | / | -1 | 5% | 8% | -1% | 0.2% | -3% | 1%
COc1ccc(C(=O)N/N=C/c2cc(Br)ccc2O)cc1OC | ? | ? | -8% | -9% | -11 | -4% | 2.1µM* | 17% | 0.0% | 16% | -1%
Cc1ccc(C)c(OCC(O)CN2CCCCC2C)c1 (configuration not stated) | -1% | 1% | 0% | 1% | 7 | -3% | 5% | -1% | -0.2% | 0% | -5%
O=C(O)Cn1cc(/C=c2/sc3nc4ccccc4n3c2=O)c2ccccc21 | ? | -6% | 4% | -10% | -18 | -3% | ? | 0% | 0.4% | -4% | 1%
O=C(c1cc(C(=O)NCCc2ccccc2)c(=O)n(CCc2ccccc2)c1)c1cc(Cl)ccc1O | 15% | -3% | 1% | -8% | -15 | -3%[46.1 µM] | 23µM* | 0% | 3.3% | 15% | -11%
O=C(COC(=O)c1cc(S(=O)(=O)N2CCCCC2)ccc1Cl)NC1CCS(=O)(=O)C1 (configuration not stated) | 3% | -15% | 1% | 4% | 10 | -1% | ? | -4% | -1.0% | / | 5%

Assay outcomes: PubChem, National Center for Advancing Translational Sciences (NCATS)
